TRPC4 agonist = activators of mouse TRPC4 channel, primary screen, Fluo4 calcium, HEK293 TRPC4beta/mu-opioid cells. AID 2237, 2010. Fluo4 calcium fluorescence; stronger effect = higher value. B-score at 10 µM. Short transient receptor potential channel 4 (Mus musculus), Q9QUQ5. 0.49% of 310,000 active;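 active = B-score above 5 SD of library B-scores, and initial fluorescence ratio not above library mean plus 5 SD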;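 note: positive B-score marks a calcium rise read as TRPC4 activation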
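Technique: kinetic Fluo4 calcium fluorescence; Test system: TRPC4beta and mu-opioid receptor HEK293 stable cells; Measure: B-scored integrated calcium fluorescence ratio; Benchmarks: low control buffer alone, high control maximal DAMGO; Schedule: 45 min room-temperature Fluo4 loading, 110 s read.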
ANO1 block = TMEM16A chloride channel inhibitors, primary screen, cell-based, HTS. AID 588511, 2011. 1.2% of 310,000 active. HEK293 TMEM16A/YFP iodide influx fluorescence, ionomycin. normalized B-score (activity score, 25-100; higher = stronger inhibition) at 10 µM. Anoctamin-1 (Mus musculus), Q8BHY3;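 active = ratio plate-corrected score three or more library SD toward inhibition, starting fluorescence score within five deviations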;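 note: score derived from kinetic fluorescence span divided by baseline fluorescence per well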
Target sequence (Q8BHY3 whole entry, looked up): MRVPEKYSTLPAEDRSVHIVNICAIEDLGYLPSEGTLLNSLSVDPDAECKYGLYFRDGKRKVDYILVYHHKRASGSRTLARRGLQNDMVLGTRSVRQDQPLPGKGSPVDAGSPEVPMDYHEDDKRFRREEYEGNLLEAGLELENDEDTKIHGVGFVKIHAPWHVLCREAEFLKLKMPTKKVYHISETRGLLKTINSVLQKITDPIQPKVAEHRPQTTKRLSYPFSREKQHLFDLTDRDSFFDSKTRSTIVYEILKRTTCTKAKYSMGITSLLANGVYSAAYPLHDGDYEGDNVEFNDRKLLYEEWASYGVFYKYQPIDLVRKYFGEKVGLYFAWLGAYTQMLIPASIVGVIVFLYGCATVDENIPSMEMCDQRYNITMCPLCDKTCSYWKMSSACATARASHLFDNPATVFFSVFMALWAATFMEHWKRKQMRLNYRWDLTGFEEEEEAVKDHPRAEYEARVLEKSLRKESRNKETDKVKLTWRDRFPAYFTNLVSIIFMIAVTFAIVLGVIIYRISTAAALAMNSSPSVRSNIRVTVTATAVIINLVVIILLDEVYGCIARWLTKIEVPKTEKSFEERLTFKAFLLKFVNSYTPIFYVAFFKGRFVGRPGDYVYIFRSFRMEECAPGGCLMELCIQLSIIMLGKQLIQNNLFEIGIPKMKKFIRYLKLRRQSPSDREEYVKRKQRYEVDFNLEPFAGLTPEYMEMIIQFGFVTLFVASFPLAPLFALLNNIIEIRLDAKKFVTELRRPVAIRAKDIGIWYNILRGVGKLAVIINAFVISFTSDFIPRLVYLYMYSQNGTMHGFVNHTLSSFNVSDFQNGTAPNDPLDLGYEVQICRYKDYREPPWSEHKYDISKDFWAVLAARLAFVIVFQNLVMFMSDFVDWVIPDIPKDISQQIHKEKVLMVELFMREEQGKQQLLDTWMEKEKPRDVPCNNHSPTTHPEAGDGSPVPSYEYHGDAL
TMEM16A act = TMEM16A chloride channel activators or potentiators, primary screen, cell-based, HTS; Anoctamin-1 (Mus musculus), Q8BHY3; HEK293 TMEM16A/YFP-H148Q/I152L, iodide quench fluorescence; stronger effect = lower value; B-score at 10 µM; 0.3% of 340,000 active;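 active = fluorescence-ratio B-score plate-corrected deviation score at least 3 library SD below zero, with starting fluorescence score within 5 deviations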;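 note: channel opened by trigger with iodide after compound preincubation; score built on the fluorescence ratio of max minus min over baseline; more negative score means more quench and so TMEM16A activation or potentiation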
TRPC4 PAM = positive allosteric modulators of TRPC4, primary screen, cell-based, mouse TRPC4beta, HEK293 mu-opioid, Fluo-4 calcium; Short transient receptor potential channel 4 (Mus musculus), Q9QUQ5; DAMGO EC20, Fluo-4 Ca2+ flux; stronger effect = higher value; B-score at 10 µM; 0.42% of 310,000 active; AID 2227, 2009;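 active = B-score of calcium response area above 5 SD of library B-scores, with initial fluorescence ratio within 5 SD of library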;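 note: B-score of integrated fluorescence ratio over time as area under calcium response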
TRPC6 inhibitor = mouse TRPC6 channel inhibitors, primary screen, cell-based, HEK293, membrane potential dye; AID 2553, 2010; ACh-evoked depolarization; stronger effect = lower value; B-score at 10 µM; Short transient receptor potential channel 6 (Mus musculus), Q61143; 1.1% of 310,000 active;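 active = B-score under library mean minus 3 SD, initial fluorescence not abnormally high, positive integrated signal ratio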;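 note: B-score derived from integrated fluorescence ratio over the kinetic read; more negative B-score means stronger inhibition of depolarization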
MrgX1 ag = agonists of human MrgX1 receptor, primary screen, HEK293 cells, Fluo-4 calcium flux; Mas-related G-protein coupled receptor member X1 (Homo sapiens), Q96LB2; Fluo-4 calcium fluorescence, agonist mode; stronger effect = higher value; B-score at 10 µM; 0.44% of 310,000 active; AID 588627, 2011;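 active = calcium response B-score plate-corrected fluorescence ratio at least 3 library SD, with starting fluorescence B-score inside 5 SD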
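System: HEK293 cells stably expressing human MrgX1 receptor; Dosing: test compound in the initial addition of three; Schedule: overnight plating, then 30 min 37 °C plus 30 min room-temperature dye loading; Detection: kinetic calcium dye fluorescence, Fluo-4 NW; Controls: per-plate positive and negative controls for Z′ factor.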
MrgX1 antagonist = antagonists of human MrgX1 receptor, primary screen, HEK293 cells, Fluo-4 calcium flux | 1.3% of 310,000 active | BAM8-22 antagonism; stronger effect = lower value | B-score at 10 µM | AID 588676, 2011;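 active = calcium-response B-score plate-corrected more than 3 library SD below zero, starting fluorescence within 5 deviations, no agonist response on first addition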;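 note: peak minus trough fluorescence over baseline after final BAM8-22 challenge near maximal dose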
MrgX1 PAM = positive allosteric modulators of MrgX1, primary screen, HEK293 cells, Fluo-4 calcium flux; Mas-related G-protein coupled receptor member X1 (Homo sapiens), Q96LB2; FDSS; stronger effect = higher value; B-score at 10 µM; 0.63% of 310,000 active; AID 588675, 2011;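 active = plate-corrected calcium response at least 3 library SD above typical, normal starting fluorescence, not activating the receptor alone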;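 note: compound read alongside a low EC10 to EC30 dose of BAM8-22 agonist; peak minus trough fluorescence over baseline measured at the second addition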
RGS4 inh = RGS4 inhibitors, primary screen, cell-based, HEK293 M3R inducible RGS4, calcium flux; Fluo-4 calcium flux; stronger effect = higher value; triggered by carbachol at its EC20; B-score at 10 µM; Regulator of G-protein signaling 4 (Homo sapiens), P49798; AID 463165, 2010; 0.45% of 310,000 active;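 active = B-score, a plate-corrected calcium signal, over three deviations above library mean, with baseline fluorescence within five deviations of library mean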;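 note: RGS4 expression induced by doxycycline in cells with stable M3 receptor; B-score is computed from the integrated fluorescence ratio over baseline after carbachol; higher B-score means a larger calcium signal and so more RGS4 inhibition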
Target sequence (P49798 whole entry, looked up): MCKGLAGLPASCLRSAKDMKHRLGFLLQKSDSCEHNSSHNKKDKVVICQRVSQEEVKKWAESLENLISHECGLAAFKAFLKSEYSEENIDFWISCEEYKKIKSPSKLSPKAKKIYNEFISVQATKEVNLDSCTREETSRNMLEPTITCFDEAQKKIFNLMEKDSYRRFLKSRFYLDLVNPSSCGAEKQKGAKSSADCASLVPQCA
TRPC6 act = mouse TRPC6 channel activators, primary screen, cell-based, HEK293, membrane potential dye. Short transient receptor potential channel 6 (Mus musculus), Q61143. HEK293-TRPC6 membrane potential dye fluorescence; stronger effect = higher value. B-score at 10 µM. 0.13% of 310,000 active;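 active = B-score of the integrated fluorescence ratio above library mean plus 3 SD, and starting fluorescence ratio within library mean plus 5 SD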;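 note: higher score means more depolarization so channel activation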
TRPC4 block = inhibitors of mouse TRPC4 channel, primary screen, Fluo4 calcium, HEK293 TRPC4beta/mu-opioid cells; Short transient receptor potential channel 4 (Mus musculus), Q9QUQ5; DAMGO-evoked Fluo4 calcium flux; stronger effect = lower value; 0.39% of 300,000 active; B-score at 10 µM;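 active = B-score over 3 SD under the library average, no early fluorescence shift, positive overall ratio signal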
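test system = HEK293 cells with stable TRPC4beta plus mu-opioid receptor expression | detection = Fluo4 Ca2+ flux fluorescence | read-out = integrated fluorescence ratio relative to baseline, converted to per-well B score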
* marks the source's active call; other numbers are inactive results.

`NC(=O)CC(NC(=O)Cc1ccc(Br)cc1)c1ccc(N2CCC(Br)CC2)c([N+](=O)[O-])c1` (configuration not stated) gave TRPC4 agonist inactive, ANO1 block inactive, TMEM16A act inactive, TRPC4 PAM inactive, TRPC6 inhibitor inactive, MrgX1 ag inactive, MrgX1 antagonist inactive, MrgX1 PAM inactive, RGS4 inh inactive, TRPC6 act inactive and TRPC4 block inactive.
`CCCCCOC(=O)NC1CCS(=O)(=O)C1` (configuration not stated) gave TRPC4 agonist inactive, ANO1 block inactive, TMEM16A act inactive, TRPC4 PAM inactive, TRPC6 inhibitor inactive, MrgX1 ag inactive, MrgX1 antagonist inactive, MrgX1 PAM inactive, RGS4 inh inactive, TRPC6 act inactive and TRPC4 block inactive.
For COc1ccc(C2NCCO2)cc1OC (configuration not stated) the results were TRPC4 agonist inactive, ANO1 block inactive, TMEM16A act inactive, TRPC4 PAM inactive, TRPC6 inhibitor inactive, MrgX1 ag inactive, MrgX1 antagonist inactive, MrgX1 PAM inactive, RGS4 inh inactive, TRPC6 act inactive and TRPC4 block inactive.
`Cc1ccc(S(=O)(=O)Nc2ccc(S(=O)(=O)N3CCCC3)cc2)cc1` gave TRPC4 agonist inactive, ANO1 block inactive, TMEM16A act inactive, TRPC4 PAM inactive, TRPC6 inhibitor inactive, MrgX1 ag inactive, MrgX1 antagonist inactive, MrgX1 PAM inactive, RGS4 inh inactive, TRPC6 act inactive and TRPC4 block inactive.
For COC(=O)c1cc(OC)c(OC)cc1NC(=O)CC1CCCCC1 the results were TRPC4 agonist inactive, ANO1 block inactive, TMEM16A act inactive, TRPC4 PAM inactive, TRPC6 inhibitor inactive, MrgX1 ag inactive, MrgX1 antagonist inactive, MrgX1 PAM inactive, RGS4 inh inactive, TRPC6 act inactive and TRPC4 block inactive.
`CCOc1cc(CNC(C)(C)C)ccc1OCC(=O)Nc1cccc(C(F)(F)F)c1` gave TRPC4 agonist inactive, ANO1 block inactive, TMEM16A act inactive, TRPC4 PAM inactive, TRPC6 inhibitor inactive, MrgX1 ag inactive, MrgX1 antagonist inactive, MrgX1 PAM inactive, RGS4 inh inactive, TRPC6 act inactive and TRPC4 block inactive.
CCn1c(O)c(N=NC2=NC(=O)CS2)c2ccccc21 was read as TRPC4 agonist inactive, ANO1 block inactive, TMEM16A act inactive, TRPC4 PAM inactive, TRPC6 inhibitor inactive, MrgX1 ag inactive, MrgX1 antagonist inactive, MrgX1 PAM inactive, RGS4 inh inactive, TRPC6 act inactive and TRPC4 block inactive.
Cc1ccc2c(c1)C(=O)C(=O)N2CCCOc1ccccc1 was read as TRPC4 agonist inactive, ANO1 block inactive, TMEM16A act inactive, TRPC4 PAM inactive, TRPC6 inhibitor inactive, MrgX1 ag inactive, MrgX1 antagonist inactive, MrgX1 PAM inactive, RGS4 inh inactive, TRPC6 act inactive and TRPC4 block inactive.
Screening Cc1ccc(C(=O)ON=C2CCN(c3ccc([N+](=O)[O-])cc3)CC2)cc1 returned TRPC4 agonist inactive, ANO1 block inactive, TMEM16A act inactive, TRPC4 PAM inactive, TRPC6 inhibitor inactive, MrgX1 ag inactive, MrgX1 antagonist inactive, MrgX1 PAM inactive, RGS4 inh inactive, TRPC6 act inactive and TRPC4 block inactive.
For CCCCc1ccc(-c2c(C#N)c(N)nc3c2CCCC3)s1 the results were TRPC4 agonist inactive, ANO1 block inactive, TMEM16A act inactive, TRPC4 PAM inactive, TRPC6 inhibitor inactive, MrgX1 ag inactive, MrgX1 antagonist inactive, MrgX1 PAM inactive, RGS4 inh inactive, TRPC6 act inactive and TRPC4 block inactive.
For Cc1cc(N2CCN(C)CC2)nc2ccc(NC(=S)N3CCCCC3)cc12 the results were TRPC4 agonist inactive, TMEM16A act inactive, TRPC4 PAM inactive, TRPC6 inhibitor inactive, RGS4 inh inactive, TRPC6 act inactive and TRPC4 block inactive.
O=C(Cc1ccccc1)Nc1ccc(N2CCOCC2)cc1 was read as TRPC4 agonist inactive, ANO1 block inactive, TMEM16A act inactive, TRPC4 PAM inactive, TRPC6 inhibitor inactive, MrgX1 ag inactive, MrgX1 antagonist inactive, MrgX1 PAM inactive, RGS4 inh inactive, TRPC6 act inactive and TRPC4 block inactive.
`O=c1[nH]c2ccc(S(=O)(=O)N3CCC(Cc4ccccc4)CC3)cc2o1` gave TRPC4 agonist inactive, ANO1 block inactive, TMEM16A act inactive, TRPC4 PAM inactive, TRPC6 inhibitor inactive, MrgX1 ag inactive, MrgX1 antagonist inactive, MrgX1 PAM inactive, RGS4 inh inactive, TRPC6 act inactive and TRPC4 block inactive.
Screening CCN(CC)S(=O)(=O)c1cc([N+](=O)[O-])ccc1NNC(=O)Nc1ccccc1 returned TRPC4 agonist inactive, ANO1 block inactive, TRPC4 PAM inactive, TRPC6 inhibitor inactive, MrgX1 ag inactive, MrgX1 antagonist inactive, MrgX1 PAM inactive, RGS4 inh inactive, TRPC6 act inactive and TRPC4 block inactive.
Cn1c2c(c3ccccc31)CCN1CCC[C@]21c1ccccc1 was read as TRPC4 agonist inactive, ANO1 block inactive, TMEM16A act inactive, TRPC4 PAM inactive, TRPC6 inhibitor inactive, MrgX1 ag inactive, MrgX1 antagonist inactive, MrgX1 PAM inactive, RGS4 inh inactive, TRPC6 act inactive and TRPC4 block inactive.
`Cc1nnc(SCC(=O)Nc2c(Cl)cccc2Cl)n(N)c1=O` gave TRPC4 agonist inactive, ANO1 block inactive, TMEM16A act inactive, TRPC4 PAM inactive, TRPC6 inhibitor inactive, MrgX1 ag inactive, MrgX1 antagonist inactive, MrgX1 PAM inactive, RGS4 inh inactive, TRPC6 act inactive and TRPC4 block inactive.
For C[C@@]12CCC=C[C@H]1[C@H](c1ccoc1)N(Cc1ccccc1)C2=O the results were TRPC4 agonist inactive, ANO1 block inactive, TMEM16A act inactive, TRPC4 PAM inactive, TRPC6 inhibitor inactive, MrgX1 ag inactive, MrgX1 antagonist inactive, MrgX1 PAM inactive, RGS4 inh inactive, TRPC6 act inactive and TRPC4 block inactive.
Screening CC(C)C(=O)Nc1cccc2nsnc12 returned TRPC4 agonist inactive, ANO1 block inactive, TMEM16A act inactive, TRPC4 PAM inactive, TRPC6 inhibitor inactive, MrgX1 ag inactive, MrgX1 antagonist inactive, MrgX1 PAM inactive, RGS4 inh inactive, TRPC6 act inactive and TRPC4 block inactive.
For O=C(NC1CCNCC1)C1CC1 the results were TRPC4 agonist inactive, ANO1 block inactive, TMEM16A act inactive, TRPC4 PAM inactive, TRPC6 inhibitor inactive, MrgX1 ag inactive, MrgX1 antagonist inactive, MrgX1 PAM inactive, RGS4 inh inactive, TRPC6 act inactive and TRPC4 block inactive.
For COc1ccc(-n2c(C)c(C)c3c(N)ncnc32)cc1 the results were TRPC4 agonist inactive, ANO1 block inactive, TMEM16A act inactive, TRPC4 PAM inactive, TRPC6 inhibitor inactive, MrgX1 ag inactive, MrgX1 antagonist inactive, MrgX1 PAM inactive, RGS4 inh inactive, TRPC6 act inactive and TRPC4 block inactive.
Screening CCN(c1ccccc1)S(=O)(=O)c1ccc(Cl)c(NC(=O)CN2CCCCCC2)c1 returned TRPC4 agonist inactive, ANO1 block inactive, TMEM16A act inactive, TRPC4 PAM inactive, TRPC6 inhibitor inactive, MrgX1 ag inactive, MrgX1 antagonist inactive, MrgX1 PAM inactive, RGS4 inh inactive, TRPC6 act 18* and TRPC4 block inactive.
CCCOc1ccc(/C=N/Nc2ccccc2[N+](=O)[O-])c(O)c1 was read as TRPC4 agonist inactive, ANO1 block inactive, TMEM16A act inactive, TRPC4 PAM inactive, TRPC6 inhibitor inactive, MrgX1 ag inactive, MrgX1 antagonist inactive, MrgX1 PAM inactive, RGS4 inh inactive, TRPC6 act inactive and TRPC4 block inactive.
CSCC[C@H](Nc1ncnc2sc(C)c(C)c12)C(=O)O was read as TRPC4 agonist inactive, ANO1 block inactive, TMEM16A act inactive, TRPC4 PAM inactive, TRPC6 inhibitor inactive, MrgX1 ag inactive, MrgX1 antagonist inactive, MrgX1 PAM inactive, RGS4 inh inactive, TRPC6 act inactive and TRPC4 block inactive.
`CCCCSc1ncnc2[nH]ncc12` gave TRPC4 agonist inactive, ANO1 block inactive, TMEM16A act inactive, TRPC4 PAM inactive, TRPC6 inhibitor inactive, MrgX1 ag inactive, MrgX1 antagonist inactive, MrgX1 PAM inactive, RGS4 inh inactive, TRPC6 act inactive and TRPC4 block inactive.
`Cc1ccccc1NC(=O)CN1CCN(Cc2ccccc2)CC1` gave TRPC4 agonist inactive, ANO1 block inactive, TMEM16A act inactive, TRPC4 PAM inactive, TRPC6 inhibitor inactive, MrgX1 ag inactive, MrgX1 antagonist inactive, MrgX1 PAM inactive, RGS4 inh inactive, TRPC6 act inactive and TRPC4 block inactive.
CCn1c(C(O)c2ccc(C)cc2)nc2ccccc21 (configuration not stated) was read as TRPC4 agonist inactive, ANO1 block inactive, TMEM16A act inactive, TRPC4 PAM inactive, TRPC6 inhibitor inactive, MrgX1 ag inactive, MrgX1 antagonist inactive, MrgX1 PAM inactive, RGS4 inh inactive, TRPC6 act inactive and TRPC4 block inactive.
Screening COc1ccccc1COC(=O)N/C=C/c1ccco1 returned TRPC4 agonist inactive, ANO1 block inactive, TMEM16A act inactive, TRPC4 PAM inactive, TRPC6 inhibitor inactive, MrgX1 ag inactive, MrgX1 antagonist inactive, MrgX1 PAM inactive, RGS4 inh inactive, TRPC6 act inactive and TRPC4 block inactive.
`O=P(O)(CN1CCCCCC1)C1Cc2ccccc2C1` gave TRPC4 agonist inactive, ANO1 block inactive, TRPC4 PAM inactive, TRPC6 inhibitor inactive, MrgX1 ag inactive, MrgX1 antagonist inactive, MrgX1 PAM inactive, RGS4 inh inactive, TRPC6 act inactive and TRPC4 block inactive.
